# CIT2 TOR yeast – modulators of TOR pathway CIT2-GFP in S. cerevisiae; S. cerevisiae CIT2-GFP strain, flow cytometry, 3 h; 100 means same as DMSO wells; GFP response vs DMSO, % at 10 µM; hit rate 0.065% among 320,000; AID 2029;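 active = GFP response relative to DMSO above a set limit, near the screen mean plus 3 SD, cut at about 150% in these data; inconclusive = Fewer than 70 cells measured for a yeast strain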;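 also: ratio of well median GFP fluorescence to mean of DMSO wells on the plate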
# MEP2 TOR yeast – alters MEP2-GFP fluorescence in TOR pathway yeast screen; S. cerevisiae MEP2-GFP strain, flow cytometry GFP, 3 h; 100% = DMSO control level; GFP response vs DMSO, % at 10 µM; hit rate 0.51% among 330,000;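 active = GFP response versus DMSO above a set limit, roughly screen mean plus 3 SD, cut at about 180% in these data; inconclusive = fewer than 70 cells counted for a yeast strain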;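 also: median GFP fluorescence of the barcode-gated MEP2-GFP cells per well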
# RPL19A-GFP yeast – yeast TOR pathway RPL19A-GFP modulation. S. cerevisiae RPL19A-GFP strain, flow cytometry, 3 h; hits give low values. percent response vs DMSO, % at 10 µM. hit rate 0.3% among 330,000;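 active = percent response vs DMSO below 50%; inconclusive = fewer than 70 events counted for the yeast strain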;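 also: median channel GFP fluorescence of the barcoded RPL19A-GFP strain; ratio of sample median GFP to plate DMSO average so 100% = DMSO; lower means less RPL19A-GFP as with rapamycin TOR inhibition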
# AHR act – activators of human aryl hydrocarbon receptor; P35869; AHR-responsive luciferase reporter cells, luminescence; activation, % at 5 µM; hit rate 2.5% among 320,000; AID 2796; in the data active = activation above about 47%;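 also: 0% = vehicle wells and 100% = reference agonist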
# Target sequence (P35869 whole entry, looked up): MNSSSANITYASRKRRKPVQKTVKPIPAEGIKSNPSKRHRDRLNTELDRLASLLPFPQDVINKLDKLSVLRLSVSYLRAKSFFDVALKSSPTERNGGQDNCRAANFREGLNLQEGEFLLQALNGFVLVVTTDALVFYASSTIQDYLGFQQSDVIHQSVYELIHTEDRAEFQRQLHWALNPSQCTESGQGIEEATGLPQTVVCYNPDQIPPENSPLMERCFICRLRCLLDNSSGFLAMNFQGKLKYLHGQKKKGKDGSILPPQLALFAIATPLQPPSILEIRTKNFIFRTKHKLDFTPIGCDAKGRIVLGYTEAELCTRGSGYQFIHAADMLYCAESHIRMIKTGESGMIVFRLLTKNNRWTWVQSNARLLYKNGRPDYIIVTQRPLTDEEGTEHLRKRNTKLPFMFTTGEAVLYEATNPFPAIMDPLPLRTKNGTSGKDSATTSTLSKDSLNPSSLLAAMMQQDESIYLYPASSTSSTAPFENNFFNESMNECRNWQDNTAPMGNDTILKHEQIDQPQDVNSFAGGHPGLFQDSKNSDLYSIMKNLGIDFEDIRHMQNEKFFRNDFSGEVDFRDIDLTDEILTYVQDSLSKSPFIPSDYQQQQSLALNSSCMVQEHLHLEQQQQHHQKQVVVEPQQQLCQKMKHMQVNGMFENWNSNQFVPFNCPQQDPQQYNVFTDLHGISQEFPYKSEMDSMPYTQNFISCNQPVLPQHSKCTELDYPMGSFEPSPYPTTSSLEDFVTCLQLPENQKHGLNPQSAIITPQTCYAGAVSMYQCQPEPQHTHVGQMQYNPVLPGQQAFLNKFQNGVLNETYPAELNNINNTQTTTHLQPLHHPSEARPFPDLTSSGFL
# procasp3 activ – activators of human procaspase-3 | recombinant procaspase-3 D3A, Ac-DEVD-pNA absorbance 405 nm | hit rate 0.11% among 330,000 | P42574 | activation, % at 8.5 µM;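 active = activation above the mean of all tested compounds plus 3 SD, cut at about 21% in these data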;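 also: 0% = DMSO alone and 100% = DMSO wells spiked with extra 5 µM PC-3 D3A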
# Target sequence (P42574 whole entry D9A/D28A/D175A): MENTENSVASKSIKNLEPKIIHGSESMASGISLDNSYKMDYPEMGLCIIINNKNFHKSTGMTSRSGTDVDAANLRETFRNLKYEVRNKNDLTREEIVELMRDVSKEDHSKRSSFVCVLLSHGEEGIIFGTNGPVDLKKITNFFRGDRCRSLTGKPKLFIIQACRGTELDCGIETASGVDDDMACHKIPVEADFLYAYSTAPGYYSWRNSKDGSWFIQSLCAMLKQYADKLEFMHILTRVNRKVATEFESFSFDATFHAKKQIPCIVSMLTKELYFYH
#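 Test system: Procaspase-3 D3A mutant, all three cleavage aspartates alanine | Dosing: Single dose, 8.5 µM nominal compound, 0.8% DMSO | Schedule: 1 h preincubation, 2 h reaction | Technique: 405 nm absorbance of p-nitroaniline, reads at 0 and 120 min | Repeats: One well per compound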
# procasp7 counter – counter-screen: procaspase-7 (human) activation; activation, % at 8.5 µM; recombinant procaspase-7, Ac-DEVD-pNA absorbance 405 nm; D23A/D198A/D206A triple mutant, cannot self-cleave; scale: DMSO 0, 5 µM enzyme 100; P55210; hit rate 0.093% among 330,000; AID 463210;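 active = percent activation above the screen-wide mean plus 3 SD, cut at about 25% in these data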
#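 Assay system: Uncleavable procaspase-7 mutant enzyme / Input: 2 µM procaspase-7 mutant as dispensed / Dosing: single nominal 8.5 µM compound dose, 0.8% DMSO final / Timing: 1 h enzyme–compound preincubation and 2 h substrate reaction, both 25 °C / Detection: p-Nitroaniline absorbance at 405 nm, read at 0 and 120 min / Replication: singlicate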
# AGP1 TOR yeast – modulators of TOR pathway AGP1-GFP in S. cerevisiae | S. cerevisiae AGP1-GFP multiplex flow cytometry, 3 h; GFP as percent of DMSO wells | GFP response vs DMSO, % at 10 µM | hit rate 0.02% among 320,000 | AID 2066;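 active = GFP response relative to DMSO above a set limit, near screen average plus 3 SD, cut at about 150% in these data; inconclusive = fewer than 70 cells counted for the yeast strain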;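 also: median GFP channel fluorescence of the gated AGP1 strain per well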
# LAP4 TOR yeast – yeast TOR pathway LAP4-GFP modulation. S. cerevisiae LAP4-GFP multiplex, flow cytometry GFP, 3 h; median GFP as percent of DMSO wells. GFP response vs DMSO, % at 10 µM. hit rate 0.34% among 320,000;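 active = GFP response vs DMSO above a set limit, about the screen mean plus 3 SD, cut at about 150% in these data; inconclusive = under 70 cell events counted for the yeast strain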
# * = called active by the depositor; ? = inconclusive; / = no result given; [ ] = remark or other dose. Outcome played no part in choosing rows; about 3.5% have a hit in one of these screens.
SMILES,CIT2 TOR yeast,MEP2 TOR yeast,RPL19A-GFP yeast,AHR act,procasp3 activ,procasp7 counter,AGP1 TOR yeast,LAP4 TOR yeast
O=C(Nc1ccon1)c1cc2c(s1)CCCC2,90,101,98,3,3,4,95,106
COc1cccc(C(=O)Nc2ccc(NC(=O)C(C)C)nc2)c1,100,100,103,0,-12,3,105,101
O=C(Nc1ncc(Cc2ccc(SC(F)F)cc2)s1)c1ccccc1,103,105,98,38,0,12,106,100
NC(=O)c1ccccc1OCC(=O)O,97,92,94,-1,0,13,96,93
OCCNc1nc(Nc2ccccc2Oc2ccccc2)nc(N2CCCC2)n1,100,89,95,6,9,4,88,102
COc1ccc(-c2cc(-c3ccco3)[nH]c(=O)c2C#N)cc1OC,104,100,106,1,2,0,99,101
Cc1c(CCOC(=O)c2ccc([N+](=O)[O-])cc2)sc[n+]1CC(=O)c1ccccc1,100,97,98,1,1,-11,108,111
COc1cc(O)cc2c1[C@@H]1Oc3c(ccc(O)c3CC=C(C)C)[C@@H]1CO2,99,103,100,2,2,0,99,100
O=C(NC(=S)N1CCN(c2ccccc2)CC1)c1ccc(S(=O)(=O)N2CCOCC2)cc1,100,107,97,0,3,-5,101,105
CCOc1ccccc1CN1CCCC(CNS(=O)(=O)c2ccc(OC)cc2)C1 (stereo not drawn),100,108,104,5,9,-7,97,78
CCC(C)[C@H](NC(=O)CCn1nnc2ccccc2c1=O)C(=O)O (stereo partly drawn),104,103,103,-1,0,0,103,99
CCOCCCn1c(=S)[nH]c2cc(C(=O)NCC(OC)OC)ccc2c1=O,106,96,100,1,2,6,103,98
Cc1noc(C)c1NC(=O)Nc1cccc2c1O[C@H](CN(C)C(=O)Nc1ccc(C(F)(F)F)cc1)[C@@H](C)CN([C@H](C)CO)C2=O,103,92,97,1,4,1,101,99
Cc1cc(C)c(NC(=O)COC(=O)c2cc([N+](=O)[O-])ccc2N2CCOCC2)c(C)c1,113,102,111,2,2,-7,100,80
Nc1nnc(CC(=O)N2CCCCC2)s1,92,96,98,4,0,-1,98,/
Cc1cccc(C)c1NC(=O)c1cnccn1,92,109,101,1,13,1,98,94
COc1ccc(C)cc1NC(=O)CSc1nnc(-c2ccco2)n1Cc1ccco1,103,103,101,2,-6,6,107,91
O=C(NC1CCCC1)C(c1ccccc1)N(Cc1cccnc1)C(=O)Cc1cccs1 (stereo not drawn),102,99,95,1,3,-1,102,99
CS(=O)(=O)N(CC(=O)Nc1c(F)cccc1F)c1ccc(C23CC4CC(CC(C4)C2)C3)cc1,99,97,95,4,8,5,99,93
COc1cc(NS(=O)(=O)c2ccc(N/C=C(\C#N)c3nc4cc(Cl)ccc4o3)cc2)nc(OC)n1,113,107,105,34,-2,0,119,107
O=C(Cn1nc(-c2ccccc2)c2ccccc2c1=O)NCCO,103,109,104,-1,-8,2,97,105
O=C(CCNC(=O)c1ccccc1)Nc1cccnc1,106,104,108,11,1,2,109,107
COC(=O)C(CC(C)C)NC(=O)C(N)Cc1ccccc1 (stereo not drawn),100,98,100,2,-2,10,103,102
COc1cccc(C(=O)Cn2c(=O)n(CCC(=O)NCC3CCCO3)c(=O)c3cc(OC)c(OC)cc32)c1 (stereo not drawn),102,102,98,1,-1,4,102,98
O=C(COc1ccc(S(=O)(=O)NC2CCCCC2)cc1Cl)NCC1CCCO1 (stereo not drawn),93,98,89,2,6,7,/,96

# 4 entries from above, field by field.
O=C(NC1CCCC1)C(c1ccccc1)N(Cc1cccnc1)C(=O)Cc1cccs1 (stereo not drawn)
  CIT2 TOR yeast: 102 | MEP2 TOR yeast: 99 | RPL19A-GFP yeast: 95 | AHR act: 1 | procasp3 activ: 3 | procasp7 counter: -1 | AGP1 TOR yeast: 102 | LAP4 TOR yeast: 99
CS(=O)(=O)N(CC(=O)Nc1c(F)cccc1F)c1ccc(C23CC4CC(CC(C4)C2)C3)cc1
  CIT2 TOR yeast: 99 | MEP2 TOR yeast: 97 | RPL19A-GFP yeast: 95 | AHR act: 4 | procasp3 activ: 8 | procasp7 counter: 5 | AGP1 TOR yeast: 99 | LAP4 TOR yeast: 93
COc1cc(NS(=O)(=O)c2ccc(N/C=C(\C#N)c3nc4cc(Cl)ccc4o3)cc2)nc(OC)n1
  CIT2 TOR yeast: 113 | MEP2 TOR yeast: 107 | RPL19A-GFP yeast: 105 | AHR act: 34 | procasp3 activ: -2 | procasp7 counter: 0 | AGP1 TOR yeast: 119 | LAP4 TOR yeast: 107
O=C(Cn1nc(-c2ccccc2)c2ccccc2c1=O)NCCO
  CIT2 TOR yeast: 103 | MEP2 TOR yeast: 109 | RPL19A-GFP yeast: 104 | AHR act: -1 | procasp3 activ: -8 | procasp7 counter: 2 | AGP1 TOR yeast: 97 | LAP4 TOR yeast: 105

# Further compounds.
SMILES,CIT2 TOR yeast,MEP2 TOR yeast,RPL19A-GFP yeast,AHR act,procasp3 activ,procasp7 counter,AGP1 TOR yeast,LAP4 TOR yeast
CC(C)N(C)S(=O)(=O)c1ccc(NC(=O)C2=COCCO2)cc1,102,105,97,1,-4,2,99,101
S=c1[nH]ncn1/N=C/c1cccc(Oc2ccccc2)c1,86,95,93,3,-12,-14,98,118
Cc1onc(-c2c(F)cccc2Cl)c1C(=O)OCc1nnc(-c2ccccc2)o1,102,93,96,1,7,-6,93,99
CC(=O)Nc1ccc(NC(=O)[C@@H](NC(=O)c2cccc(C)c2)C(C)C)cc1,100,111,102,0,5,-1,94,105
COC(=O)c1ccc(CSc2nnc(CS(=O)Cc3ccc(Br)cc3)n2-c2ccccc2)cc1 (stereo not drawn),107,99,106,-4,8,-3,102,100
O=C(CSc1ccc(Cl)cc1)N1CCN(c2c(Cl)cccc2[N+](=O)[O-])CC1,107,107,100,2,-2,11,/,111
O=[N+]([O-])c1ccccc1S(=O)(=O)N1CCc2ccccc2C1,81,95,97,-2,15,4,98,110
O=C(c1ccccc1)N1CCN(S(=O)(=O)N2CCCCC2)CC1,102,102,101,-1,-7,-10,99,96
CCCc1nc(SCC(=O)NNC(=O)c2ccc(OC)cc2)c2ccccc2n1,91,96,87,3,4,-1,91,90
Cc1csc(NC(=O)Cc2nn(C)c(=O)c3ccccc23)n1,100,100,100,11,-5,3,106,106
O=C(Cc1ccccc1)c1c[nH]c(C(=O)C(Cl)(Cl)Cl)c1,129,115,100,3,3,-5,104,137
Cc1ccc(NC(=O)CO/N=C(\N)c2ccccc2)cc1C,99,102,101,5,0,-5,105,103
Cc1ccc(SCCN2CCC(C(C)(C)C)CCC2=O)cc1 (stereo not drawn),70,88,95,3,-4,-5,80,102
CC1CCN(Cc2ccc(-c3nn[nH]n3)cc2)CC1,104,106,101,2,-1,7,103,105
Cc1ccc(NC(=O)CCc2c(C)[nH]c(=O)c(C#N)c2C)cc1,95,93,94,2,0,-6,94,103
Cc1ccc2c(N)c(C(=O)N(c3ccccc3)c3ccccc3)sc2n1,95,104,102,42,-24,-19,105,105
CC(CCc1ccccc1)NC(=O)CN(C)Cc1ccc(F)cc1 (stereo not drawn),101,96,99,1,14,-1,104,95
COCCOC(=O)c1cc(C(=O)c2cc(Cl)ccc2O)coc1=N,96,104,97,1,-6,3,99,101
Cc1ccn(CCC(=O)O)n1,105,105,103,2,5,-7,104,103
CCc1nc(SCC(=O)Nc2ccccc2Cl)n[nH]1,99,104,107,0,1,4,102,87
CC(C)c1nnc(NC(=O)C2CCN(S(=O)(=O)c3ccc(-n4cnnn4)cc3)CC2)s1,107,108,111,-1,7,-2,114,98
Cc1ccc(NC(=O)C(C)N=C2NS(=O)(=O)c3ccccc32)cc1 (stereo not drawn),104,108,102,1,8,0,104,100
COc1ccc([N+](=O)[O-])cc1C1NN=C(c2cccc3ccccc23)S1 (stereo not drawn),75,122,103,14,2,-4,25,115
Oc1c(N=NC(=S)Nc2ccccc2F)c2ccccc2n1Cc1cccc(Cl)c1,94,102,91,7,4,-15,93,93
CC(=O)c1ccc(NC(=O)[C@@H]2CCCN2C2=NS(=O)(=O)c3ccccc32)cc1,89,101,98,-1,3,-5,99,105

# Six entries out of the list, ordered by count of non-hydrogen atoms, largest number first:
SMILES,CIT2 TOR yeast,MEP2 TOR yeast,RPL19A-GFP yeast,AHR act,procasp3 activ,procasp7 counter,AGP1 TOR yeast,LAP4 TOR yeast
CCCc1nc(SCC(=O)NNC(=O)c2ccc(OC)cc2)c2ccccc2n1,91,96,87,3,4,-1,91,90
CC(=O)c1ccc(NC(=O)[C@@H]2CCCN2C2=NS(=O)(=O)c3ccccc32)cc1,89,101,98,-1,3,-5,99,105
O=C(c1ccccc1)N1CCN(S(=O)(=O)N2CCCCC2)CC1,102,102,101,-1,-7,-10,99,96
O=C(Cc1ccccc1)c1c[nH]c(C(=O)C(Cl)(Cl)Cl)c1,129,115,100,3,3,-5,104,137
CCc1nc(SCC(=O)Nc2ccccc2Cl)n[nH]1,99,104,107,0,1,4,102,87
Cc1ccn(CCC(=O)O)n1,105,105,103,2,5,-7,104,103

# New compounds follow
SMILES,CIT2 TOR yeast,MEP2 TOR yeast,RPL19A-GFP yeast,AHR act,procasp3 activ,procasp7 counter,AGP1 TOR yeast,LAP4 TOR yeast
Nc1nc(SCC(=O)NC2CCCC2)[nH]c(=O)c1NC(=O)c1cccs1,103,102,97,0,5,10,103,118
CC1(C(=O)CSc2nc3ccccc3[nH]2)CCC(=O)O1 (stereo not drawn),93,92,90,5,-17,-17,89,90
COc1ccc(NS(=O)(=O)c2ccc(-c3coc(C)n3)cc2)c(OC)c1,109,107,106,1,8,0,112,105
CS(=O)(=O)N1CCN(Cc2ccc([N+](=O)[O-])cc2)CC1,98,83,90,-1,0,9,94,83
Cc1cccc(C)c1NC(=O)C(NC=O)c1ccccc1 (stereo not drawn),92,93,90,1,0,2,89,100
CCOc1ccc(NC(=O)c2nn(C)c(C(=O)Nc3ccc(OCC)cc3)c2[N+](=O)[O-])cc1,106,107,101,1,2,-3,96,82
O=C(Nc1nccs1)c1cccc(N2C(=O)C3C4C=CC(C4)C3C2=O)c1 (stereo not drawn),96,114,99,3,2,15,104,101
Cc1ccc(-n2c(SCC(=O)N3CC(=O)Nc4ccccc43)nc3ccccc3c2=O)cc1,100,104,101,-4,-1,2,94,91
N#CCC(=O)Nc1ccc(C(=O)OCC(=O)NCc2ccc3c(c2)OCO3)cc1,108,108,102,3,-3,5,108,104
CC[C@]12c3[nH]c4ccccc4c3CCN1C(=O)C(CC(=O)NCc1ccco1)C[C@@H]2C(=O)N1CCN(C(=O)C2CC2)CC1 (stereo partly drawn),?,?,?,-1,8,1,74[may fluoresce red and violet],?
Cc1cc(NC(=O)CCCN2C(=O)c3cccnc3C2=O)ccc1Br,110,103,100,4,3,10,109,114
CC(NC(=O)NCc1cccnc1)(C(F)(F)F)C(F)(F)F,112,105,99,0,0,5,100,105
CN(CC(=O)N1CCOCC1)S(=O)(=O)c1cc(Cl)ccc1Cl,88,98,93,-1,4,2,93,78
CCn1c(SCC(=O)NCCc2ccccc2)nnc1C(C)C,96,99,103,0,7,-1,107,113
